# Source: PubChem (several laboratories)
# H69AR inhibit: blocks growth of human H69AR lung tumor cells; H69AR lung tumor viability, ATP luminescence, 72 h; hits give low values; viability, % at 10 µM; 85,000 compounds, 6% hits; AID 598;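 active = viability at or below 40%; inactive = viability above 40%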;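 also: multidrug resistant small cell line overexpressing MRP-1 efflux transporter; 100% = mean luminescence of untreated control wells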
# CD11b adhes enh: increases human CD11b/CD18 adhesion to fibrinogen; P05107+P11215; 93,000 compounds, 0.07% hits; K562 CD11b/CD18 adhesion to fibrinogen, ATPlite luminescence; activation, % at 10 µM;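 active = 10 µM primary screen giving 50% or more activity, confirmed by 40% or more on retest at that dose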; also: strong numbers were not always called active
# CD11b adhes inh: blocks human CD11b/CD18 adhesion to fibrinogen. K562 CD11b/CD18 adhesion to fibrinogen, ATPlite luminescence; Mn2+ added to activate the integrin. 93,000 compounds, 0.54% hits. inhibition, % at 10 µM. AID 1497;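 active = primary inhibition of 50% or more at 10 µM, then 40% or more on retest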; also: some results filed as inactive read as strong as hits
# Fibroblast inh: blocks proliferation of human lung fibroblasts; viability, % at 10 µM; 85,000 compounds, 1.1% hits; AID 719; LL 47 human lung fibroblast viability, ATP luminescence; hits give low values;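 active = viability at or below 50% in the single dose screen; inactive = viability above 50%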;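 also: compound exposure lasted 72 h before the ATP readout; 100% = median luminescence of untreated cell-only wells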
#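 Benchmarks: Cell-only wells, no compound | Test system: LL 47 human lung fibroblasts, passage 12 or lower | Input: 1,150 cells/well | Measured by: CellTiter-Glo luminescence measuring cellular ATP | Medium: IMEM, 15% FBS supplement | Schedule: Overnight attachment after seeding, then 72 h compound exposure at 37 °C | Doses: Compound addition at 0.1% DMSO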
# CYP2C19 activ: increases human CYP2C19 enzyme activity; P33261; recombinant CYP2C19, luciferin-H EGE luminescence; hits give high values; 0 = fully inhibited enzyme, 1 = untreated enzyme; activation factor at 5 µM; 96,000 tested, under 10 active;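 active = activation factor of at least 2 at 5 µM in the primary screen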;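 also: 0 = wells with 2.5 mM tranylcypromine and 1 = vehicle-only wells; values of inactives mirror those of a sister screen read the other way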
# Target sequence (P33261 whole entry, looked up): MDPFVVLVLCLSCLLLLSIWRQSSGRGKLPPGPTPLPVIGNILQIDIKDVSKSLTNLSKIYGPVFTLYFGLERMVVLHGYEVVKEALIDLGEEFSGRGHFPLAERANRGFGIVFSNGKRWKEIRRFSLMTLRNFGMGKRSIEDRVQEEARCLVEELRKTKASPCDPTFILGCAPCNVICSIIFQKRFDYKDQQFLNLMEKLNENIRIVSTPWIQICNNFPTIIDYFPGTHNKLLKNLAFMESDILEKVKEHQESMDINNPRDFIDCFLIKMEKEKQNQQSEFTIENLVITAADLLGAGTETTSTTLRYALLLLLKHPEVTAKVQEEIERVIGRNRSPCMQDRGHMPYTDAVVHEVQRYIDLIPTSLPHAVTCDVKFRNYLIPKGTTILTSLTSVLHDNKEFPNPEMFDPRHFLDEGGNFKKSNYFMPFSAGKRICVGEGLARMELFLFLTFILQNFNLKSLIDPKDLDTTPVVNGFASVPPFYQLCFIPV
# ERa SRC1 inh: ER-alpha (human) coactivator binding inhibition; P03372; TR-FRET ER-alpha LBD / SRC-1 peptide, estradiol-bound; inhibition, % at 25.6 µM; 86,000 compounds, 1.7% hits; AID 629; in the data active = inhibition above about 50%;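 also: 0% = receptor plus peptide control and 100% = peptide only without receptor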
# Target sequence (P03372 whole entry, looked up, the tested form may be a part): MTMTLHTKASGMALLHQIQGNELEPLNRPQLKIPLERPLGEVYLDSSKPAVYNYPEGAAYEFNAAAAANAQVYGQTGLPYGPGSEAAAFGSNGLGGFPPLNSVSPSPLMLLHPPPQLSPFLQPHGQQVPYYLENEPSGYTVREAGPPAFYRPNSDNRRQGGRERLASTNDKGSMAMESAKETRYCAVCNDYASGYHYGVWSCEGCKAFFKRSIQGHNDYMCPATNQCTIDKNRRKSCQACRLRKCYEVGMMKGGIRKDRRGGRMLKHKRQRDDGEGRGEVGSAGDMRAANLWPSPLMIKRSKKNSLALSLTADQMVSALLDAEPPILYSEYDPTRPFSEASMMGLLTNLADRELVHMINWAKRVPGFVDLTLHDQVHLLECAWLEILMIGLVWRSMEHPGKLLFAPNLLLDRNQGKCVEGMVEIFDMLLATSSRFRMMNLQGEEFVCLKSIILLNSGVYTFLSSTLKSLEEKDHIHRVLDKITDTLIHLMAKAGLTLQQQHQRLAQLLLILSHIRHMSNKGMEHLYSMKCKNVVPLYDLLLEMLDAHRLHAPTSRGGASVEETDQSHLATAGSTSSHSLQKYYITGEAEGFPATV
# ERa coact pot: enhances coactivator binding to human estrogen receptor alpha | P03372 | TR-FRET ERalpha-LBD/SRC-Cy5 coactivator binding, 2 h; 100 = basal binding, no effect | coactivator binding (% of control), % at 25.6 µM | 86,000 compounds, 1.3% hits; in the data active = activity above about 200%;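 also: binding measured in presence of low estradiol as agonist stimulus; 0% = peptide alone without receptor and 100% = receptor with peptide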
# HUVEC inhibit: blocks proliferation of human endothelial cells; HUVEC proliferation, CellTiter-Glo luminescence, 72 h; hits give low values; viability, % at 10 µM (by protocol); 86,000 compounds, 1.1% hits; AID 648;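 active = viability at or below 30%; inactive = viability above 30%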;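 also: 100% = median luminescence of DMSO-only cell control wells on each plate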
# CYP2C19 inhib: human CYP2C19 inhibition; CYP2C19 Supersomes, luciferin-H EGE luminescence, 30 min; inhibition, % at 5 µM; 96,000 compounds, 21% hits; AID 778;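 active = CYP2C19 inhibition above a set limit at 5 µM in the primary screen, cut at about 50% in these data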;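 also: plate controls were negative control wells for no effect and 2.5 mM tranylcypromine positive control for full effect; values of inactives mirror those of a sister screen read the other way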
# Active calls of the source: *; nt = not tested or not shown; [ ] = dose if it differs, or a comment. Rows are unselected. Share with any hit: about 26%.
SMILES,H69AR inhibit,CD11b adhes enh,CD11b adhes inh,Fibroblast inh,CYP2C19 activ,ERa SRC1 inh,ERa coact pot,HUVEC inhibit,CYP2C19 inhib
Cc1ccc(S(=O)(=O)C(C#N)c2nc3ccccc3nc2N2CCCC2)cc1 (stereo not drawn),85,-1,25,99,0.1,13[fluorescence artefact?],74[fluorescence artefact?],73,87*
COc1ccc(-c2nn(-c3ccccc3)cc2C(=O)N2CCOCC2)cc1,87,3,-18,100,0.9,-9,117,90,10
C=CCn1c(COc2ccccc2F)nnc1SCC(=O)N1CC(=O)Nc2ccccc21,96,13,-19,99,0.8,5,99[fluorescence artefact?],87,22
O=C(COC(=O)Cc1cn2ccsc2n1)Nc1nc2ccccc2s1,7.2*,2,1,93,0.9,-8,119,96,12
CCCc1cc(C(=O)NCCc2ccc(OC)c(OC)c2)no1,89,8,-6,104,0.1,-19,100,106,94*
O=C(c1cc2nc(-c3ccco3)cc(C(F)(F)F)n2n1)N1CCCc2ccccc21,97,0,55,110,1,14[fluorescence artefact?],101,97,0
CN(C)C(CNC(=O)CSc1nnc(-c2ccco2)o1)c1ccccc1 (stereo not drawn),101,nt,nt,95,nt,10[fluorescence artefact?],123,92,nt
CC(NC(=O)Nc1ccc2c(c1)OCO2)C1CCCO1 (stereo not drawn),97,-4,-5,98,0.7,-12,112,84,30
Cc1ncc(CSc2nc3ccccc3[nH]2)c(N)n1,98,-7,nt,111,1.1,-6,119[fluorescence artefact?],94,-6
CCN1CCN(CCCCOc2ccccc2F)CC1,92,1,-33,101,1,-4,90,104,3
Cc1ccc(-c2nnc(CSc3nnc(COc4ccccc4)n3-c3ccccc3)o2)cc1,68,-3,7,93,0.1,4,111,66,92*
CN(C)c1ccc(NC(=O)c2sc(SCC(=O)Nc3nccs3)nc2N)cc1,78,4,-9,90,0.7,1,91[fluorescence artefact?],50,30
O=c1c2ccccc2nc(SCc2cccc(F)c2)n1Cc1ccco1,102,nt,nt,89,1,-11,96,97,2
O=S(=O)(/N=C(/Nc1cc(N2CCOCC2)ncn1)c1ccccc1)c1ccccc1,85,-1,-26,92,0.7,8[fluorescence artefact?],122,95,31
CC(C)Sc1nc2ccccc2n1CC(=O)NCc1ccc2c(c1)OCO2,93,4,-23,97,0.8,-6,91,83,23
Cc1nn(-c2ccc(Cl)cc2)c(N)c1C(O)(CSc1nccn1C)C(F)(F)F (stereo not drawn),74,-5,-3,96,0.3,-11[fluorescence artefact?],105,93,75*
Cc1cccc2cc(CN(CCN3CCCC3)C(=O)NC3CCCCC3)c(=O)[nH]c12,88,-4,-3,90,1,-3,123,82,-4
CC1(C)CC(=O)C=C(NC2CC(C)(C)NC(C)(C)C2)C1,99,-2,-1,98,1,-7,124,102,-1
O=C(CN1CCN(c2ccc(F)cc2)CC1)Nc1ccc(F)c(F)c1,104,1,-22,103,0.7,3,118,102,31
CC1(C)Cc2ccccc2-c2nc3ccccc3c(=O)n21,86,1,9,101,0.8,1,105,100,18
O=C(CC1C(=O)NCCN1C(=O)Nc1ccccc1)Nc1ccc2c(c1)OCO2 (stereo not drawn),nt,3,-11,95,0.8,2,99,91,16
COc1ccc2c(c1)CC/C(=C\c1ccc(OC)c(Cn3nc(C)cc3C)c1)C2=O,nt,-3,-21,nt,0.1,52*,106[fluorescence artefact?],nt,87*
Cc1cc(C)nc(Nc2n[nH]c(Cc3ccccc3)n2)n1,86,nt,nt,100,nt,-19,109[fluorescence artefact?],90,nt
O=C(NCCN1CCCCCC1)C1CC(=O)N(CCc2ccccc2)C1 (stereo not drawn),98,6,-11,105,0.8,18,101,107,24
COc1ccc(OCC(=O)NN2Cc3ccccc3C2=N)cc1,nt,1,-7,nt,0.8,nt,nt,nt,15

# Entries of single compounds, looked up by structure. Order of screens: H69AR inhibit, CD11b adhes enh, CD11b adhes inh, Fibroblast inh, CYP2C19 activ, ERa SRC1 inh, ERa coact pot, HUVEC inhibit, CYP2C19 inhib
# `O=C(NCCN1CCCCCC1)C1CC(=O)N(CCc2ccccc2)C1` (stereo not drawn) is listed as 98, 6, -11, 105, 0.8, 18, 101, 107, 24
# `C=CCn1c(COc2ccccc2F)nnc1SCC(=O)N1CC(=O)Nc2ccccc21` is listed as 96, 13, -19, 99, 0.8, 5, 99[fluorescence artefact?], 87, 22
# `CN(C)C(CNC(=O)CSc1nnc(-c2ccco2)o1)c1ccccc1` (stereo not drawn) is listed as 101, nt, nt, 95, nt, 10[fluorescence artefact?], 123, 92, nt
# `CC(NC(=O)Nc1ccc2c(c1)OCO2)C1CCCO1` (stereo not drawn) is listed as 97, -4, -5, 98, 0.7, -12, 112, 84, 30

# Later entries
SMILES,H69AR inhibit,CD11b adhes enh,CD11b adhes inh,Fibroblast inh,CYP2C19 activ,ERa SRC1 inh,ERa coact pot,HUVEC inhibit,CYP2C19 inhib
Cc1ccn2c(C(=O)N/N=C\c3cccs3)c(C)nc2c1,nt,-2,-46,nt,0.5,nt,nt,nt,47
CCCCC1CCC(C(=O)Nc2ccc(S(=O)(=O)Nc3nccs3)cc2)CC1 (stereo not drawn),86,-1,-16,87,1.1,-8,92,53,-8
Cc1ccc(S(=O)(=O)N2CCC(C(=O)OCC(=O)N3CCc4ccccc43)CC2)cc1,93,0,-3,89,1,8,104,104,-3
Cn1c(=O)c2c(SCc3c(F)cccc3Cl)nc(CC(C)(C)C)nc2n(C)c1=O,75,-1,-8,91,1,6[fluorescence artefact?],93,100,3
COc1cc(OC)c(C2N(c3ccc(Cl)cc3)C(=O)C3CCCN32)cc1OC (stereo not drawn),99,5,0,99,0.7,1,114,89,30
Cc1ccc(C)c(NC(=O)CCc2ccc(S(=O)(=O)NC3CCCCC3)cc2)c1,nt,-4,9,nt,0.2,nt,nt,nt,84*
COC(=O)C1CCN(C(c2ccc(OC)c(OC)c2)c2sc3nc(C)nn3c2O)CC1 (stereo not drawn),89,0,-38,105,0.8,-1,101,103,19
O=C(NCC1CC1)c1ccc(Nc2nc3ccc(Br)cc3[nH]2)cc1,nt,-4,-3,nt,0.7,nt,nt,nt,32
O=C(Nc1cc(C(F)(F)F)ccc1N1CCOCC1)c1cccnc1Cl,81,6,10,94,0.7,3,99,94,34
O=C(NC1CCCC1)C1CCC(=O)N1C1CCCC1 (stereo not drawn),103,nt,nt,92,1,5[fluorescence artefact?],111,97,-3
CCOC(=O)N1CCC(Nc2nc(OC)nc(OC)n2)CC1,87,-4,-13,98,0.8,1[fluorescence artefact?],108,91,23
CC1(C)CC2(CCO1)CNC(=O)O2 (stereo not drawn),97,-1,-6,97,1.1,-5,122,108,-10
CCSc1nnc(NC(=O)c2cnccn2)s1,49,-3,-4,nt,1.1,11,87,97,-6
O=c1sc2ccccc2n1COc1ccc(Cl)cc1,97,-4,19,89,0,6[fluorescence artefact?],103,91,100*
CSc1nc(N2CCN(CCO)CC2)c2sc3nc(-c4ccco4)c4c(c3c2n1)CCC4,0.8*,8,4,98,1.1,57*,65,77,-7
O=c1c2ccccc2nc(-c2ccccc2)n1CCN1CCOCC1,77,-3,10,106,0.7,-1,112,93,26
O=C1Nc2ccccc2C12OCC1(CO2)COC2(OC1)C(=O)Nc1ccccc12 (stereo not drawn),84,-1,-28,98,0.5,6,93,79,49
CC(C)Cn1c(-c2nn(C)cc2Cl)n[nH]c1=S,100,-3,2,92,0.4,-6,93,106,57*
O=C(NCCC1=CCCCC1)c1cnccn1,100,1,-2,94,0.8,9,98,98,18
Cc1ccsc1C(=O)NNC(=S)NCC(C)C,nt,-1,-5,nt,0.1,nt,nt,nt,91*
CCOC(=O)c1c(NC(=O)c2cccs2)sc(C(=O)N(C)C)c1C,87,-1,-2,83,0.4,25,76,93,58*
COc1cccc(N2CC34C=CC(O3)C(C(=O)O)C4C2=O)c1 (stereo not drawn),108,-3,-15,101,1.2,34,118,86,-16
N#Cc1ccc(Oc2nc(C(N)=O)cc(-c3ccccc3)n2)cc1,63,-2,10,99,0.9,15,100[fluorescence artefact?],88,14
O=C(N1CCOCC1)N(Cc1ccco1)CC1CCCO1 (stereo not drawn),nt,-2,4,nt,1,nt,nt,nt,-3
COC(=O)CCS(=O)(=O)c1ccc(Cl)c(Cl)c1,84,4,12,98,0.5,-5,110,99,48

# Later entries.
SMILES,H69AR inhibit,CD11b adhes enh,CD11b adhes inh,Fibroblast inh,CYP2C19 activ,ERa SRC1 inh,ERa coact pot,HUVEC inhibit,CYP2C19 inhib
CC(C)CCOCC1CC2(CC(C)(c3csc(N)n3)OC2=O)C(=O)O1 (stereo not drawn),88,nt,nt,106,1,-22,107,99,-2
CCOC(=O)CNC(=O)c1sc(NC(=O)c2ccccc2)nc1C,74,nt,nt,95,nt,-20,100,64,nt
Cc1c(-c2ccccc2)nc(N)c(C#N)c1-c1cccs1,77,nt,nt,96,1,1[fluorescence artefact?],155[fluorescence artefact?],93,1
Cc1cccc(NC(=O)Cn2cnc3ccc(S(=O)(=O)N4CCC(C)CC4)cc3c2=O)n1,85,-4,0,103,1,1,98,95,2
Cc1cccc(-c2nnn(CC/C(N)=N/O)n2)c1,86,-5,-10,108,1,-1,116,95,-4
CCC(Sc1nc(C)cc(C)n1)C(=O)NC1=NN=C(c2ccc(C)cc2)CS1 (stereo not drawn),nt,-2,-1,nt,0.9,nt,nt,nt,10
COC(=O)Cc1c(C)nc2nc(Cc3ccccc3)[nH]n2c1=O,94,-2,-6,101,1.1,-3,116,97,-8
COC(=O)c1ccc(CSc2nc3c(cnn3-c3ccc(F)cc3)c(=O)[nH]2)o1,74,nt,nt,92,nt,-21[fluorescence artefact?],517*,67,nt
C=CCOC(=O)C1=C(C)NC(SCC(=O)N(CC)CC)=C(C#N)C1c1ccco1 (stereo not drawn),35*,5,-10,95,0.3,-4,120,94,69*
COc1ccc(-c2nn3cnnc3s2)cc1OC,90,4,4,100,0.6,-4,101[fluorescence artefact?],105,36
O=C(NCCCn1ccnc1)c1cn(-c2ccccc2)nc1-c1ccccc1,78,-1,-2,96,0.4,-4,104,88,64*
O=C(COC(=O)Cn1cnc2ccccc21)NCCc1ccccc1,98,2,-2,102,1.1,6,77,102,-6
COC(=O)c1c(C)oc2ccc(OC(=O)N3CCOCC3)cc12,79,-2,-7,105,1.1,-5,122,96,-8
CC(C)(C)C(=O)Cn1ncc(NC2CC2)c(Br)c1=O,nt,6,-6,nt,0.4,nt,nt,nt,62*
CN(C)c1ncc(C2=C(Cl)C(=O)C(N3CCCC3)=C(Cl)C2=O)s1,89,nt,nt,69,nt,97*[fluorescence artefact?],9[fluorescence artefact?],23*,nt
Cc1onc(-c2ccccc2Cl)c1C(=O)OCn1nnc2ccccc2c1=O,76,0,18,95,0.7,-5,117,103,33
COc1ccc(C2(CNC(=O)Cc3ccc(OC)c(OC)c3)CCOCC2)cc1,82,nt,nt,99,1.1,-10,99,101,-11
O=S(=O)(Nc1nc2ccccc2nc1NCCN1CCOCC1)c1cccc(Cl)c1,96,-5,0,96,1,-10[fluorescence artefact?],126[fluorescence artefact?],88,0
CCc1nnc(NC(=O)C2CCCN2C(=O)NC2CCCCC2)s1 (stereo not drawn),101,-4,10,102,1,4[fluorescence artefact?],103[fluorescence artefact?],101,-2
CCOc1ccccc1OCCOCCN1CC(C)OC(C)C1 (stereo not drawn),93,-1,-19,94,1,-8,114,99,-2
Cn1c(/C=N/c2nc3ccccc3[nH]2)nc2ccccc21,85,-1,-2,91,1.2,-22,106,86,-19
O=C(NC1CCCCC1)C1CCN(S(=O)(=O)N2CCOCC2)CC1,94,2,7,98,1.2,-48,111,92,-20
CCn1c(NC(=O)Nc2cccc(C)c2C)cc2sccc21,nt,35,6,nt,0.5,nt,nt,nt,47
